From PubChem BioAssay
AmpC det inh = Promiscuous and Specific Inhibitors of AmpC Beta-Lactamase (assay with detergent); Potency, µM (doses to about 28.7 µM), inactives show at the top dose activity change, negative = inhibition; P00811; purified AmpC, nitrocefin hydrolysis with detergent; 71,000 tested, 0.09% active; active = well fitted curve in the direction sought with a large enough effect
Target sequence (P00811 whole entry, looked up): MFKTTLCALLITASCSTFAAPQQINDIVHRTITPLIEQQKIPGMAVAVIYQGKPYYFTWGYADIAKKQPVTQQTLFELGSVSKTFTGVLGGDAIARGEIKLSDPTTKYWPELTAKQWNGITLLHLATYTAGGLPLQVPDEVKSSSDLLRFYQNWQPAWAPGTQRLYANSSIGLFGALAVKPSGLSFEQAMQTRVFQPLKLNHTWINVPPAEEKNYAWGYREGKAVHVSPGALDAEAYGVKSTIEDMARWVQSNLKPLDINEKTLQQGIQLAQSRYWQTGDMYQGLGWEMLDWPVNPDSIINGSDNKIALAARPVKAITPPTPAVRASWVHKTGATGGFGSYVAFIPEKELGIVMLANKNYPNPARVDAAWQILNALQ
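E. coli AmpC (5.3 nM) in 20 mM phosphate pH 7.0 with 0.01% Triton X-100, preincubated 15 min RT with compound; nitrocefin (2 uL of 800 uM stock) hydrolysis followed by 480 nm absorbance every 20 s over 4 min.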
An asterisk follows results filed as active; & = joins results of further samples; [ ] = remark or other dose. % is scaled to controls: 0 for no effect and ±100 for the full control effect; potency is read from the fitted curve at half-maximal effect. These rows are one share of the data; rates above refer to the full screens.

mol,AmpC det inh
Cc1ccc(OCC(O)CN2CCN(CC(O)COc3ccc(C)cc3)CC2)cc1 (configuration not stated),2%
COc1ccc(C2(O)CCN(C(=O)Cc3cccnc3)CC2)cc1,-2%
O=C(Nc1ccccc1)C1CC2CCCC(C1)C2=O (configuration not stated),-1%
CC1Cc2nc(SCC(=O)NCCc3ccccc3)n(C)c(=O)c2S1 (configuration not stated),14%
O=C(c1ccccn1)N(Cc1cc2ccccc2[nH]c1=O)C1CCCCC1,-4%
COC(=O)c1ccccc1NC(=O)COC(=O)c1ccco1,2%
CC(=O)Nc1ccc(S(=O)(=O)N2CCN(C3CCCCCCC3)CC2)cc1,-3%
CC(C)CC1(C(=O)NCC2CC2)C=CCN1C(=O)c1ccccc1 (configuration not stated),12%
CCN(CC)C(=O)CSc1ncnc2c1cnn2Cc1ccccc1,-3%
CC(C)NC(=O)c1cc(-c2ccco2)on1,-5%
Cc1ccc(C)c(N2CCN(S(=O)(=O)c3ccc4c(c3)OCCO4)CC2)c1,2%
CC(=NCCCN1CCOCC1)c1c(O)n(-c2ccccc2C)c(=O)[nH]c1=O,4%
COC(=O)C(C(=O)Nc1ccccc1C)C1CCCC1 (configuration not stated),-4%
CC1=C(C(=O)Nc2ccccc2)C(c2ccc3c(c2)OCO3)C2=C(CCCC2=O)N1 (configuration not stated),-6%
O=C(NC1CCCCCC1)c1nc2ncccn2n1,1%
CCOC(=O)CN(C(=O)CSc1nnc(CNc2ccc(C)cc2C)o1)c1ccccc1,8%
CCN(CC)S(=O)(=O)c1ccc(C(=O)Oc2ccc3c(c2)OCO3)cc1,-3%
CCNc1ncc2nc(-c3ccccc3)c(=O)n(C[C@H]3CCCO3)c2n1,1%
O=C(CSc1nnc2scc(-c3ccc(Cl)cc3)n12)NCc1ccco1,-7%
CC1(C)CC(=O)CC(=Nc2ccc3[nH]c(=O)[nH]c3c2)C1,4%
O=C(Nc1cc(C(F)(F)F)ccc1N1CCOCC1)c1c(F)c(F)c(F)c(F)c1F,-1%
COC(=O)[C@@]1(Cc2ccc(F)cc2)[C@@H]2C(=CC(=O)[C@H]2CC(=O)C(=O)N(C)C)CN1C(=O)c1ccccc1,0%
Cc1cc(C)n2nc(SCC(=O)NCc3ccco3)nc2n1,-1%
COc1ccc(C)cc1NS(=O)(=O)c1cccc2nonc12,-4%
CC(C)CCn1cnc2c([nH]c3cccc(Cl)c32)c1=O,12%
CCCN(CCC)CCc1cccc2c1CC(=O)N2,-3%
COc1ccc2oc(C(=O)CCC(=O)O)c(N)c2c1,14%
Cn1nc(CC(=O)Nc2ncc(Br)s2)c2ccccc2c1=O,-2%
CCCN1C2CCCC1CC(NC(=O)c1ccccc1)C2 (configuration not stated),3%
Cc1ccccc1NC(=O)CNc1ccccc1N1CCCCC1,1%
COc1ccc(Cn2cccc(NC(=O)Nc3ccc(C#N)cc3)c2=O)cc1,-6%
O[C@@H]1CCCC[C@H]1N1CCC(c2ccccc2)CC1,2%&-3%
CCOC(=O)CNc1nc(C(C)(C)C)nc2c1nnn2Cc1ccccc1Cl,-7%
O=C(NCc1ccc(F)cc1)C(c1cccs1)N(C(=O)c1csnn1)C1CC1 (configuration not stated),-2%
CCOc1ccccc1N(CC(=O)N1CCOCC1)S(=O)(=O)c1ccccc1,0%
CCOC(=O)CSc1nnc(CNC(=O)c2ccco2)n1-c1ccc(F)cc1,12%
CC(C)C[C@@H](CC(=O)N[C@H](CC(=O)N[C@@H]1CCCC[C@H]1C(=O)N[C@H](CC(=O)N[C@@H](CCC(=O)O)CC(=O)O)Cc1c[nH]c2ccccc12)C(C)C)NC(=O)[C@@H]1CCCC[C@H]1N,-9%
COc1cc2c(cc1OC)C1(CCCC1)CNC2C (configuration not stated),-3%
Cc1ccccc1-c1cc(N2CCN(C)CC2)ncn1,11%
O=C(OCCNC(=O)c1ccc2ccccc2n1)c1cccnc1,8%
CCCCCOC(=O)Cn1c(SCC(=O)Nc2ccccc2)nc2c1c(=O)[nH]c(=O)n2C,-1%
CC(C)(C)c1ccccc1NC(=O)c1ccco1,0%
CCOCCCNCC(=O)Nc1ccccc1N1CCOCC1,-3%
O=C(COC(=O)C1CC(=O)N(c2ccc3c(c2)OCCO3)C1)Nc1ccc2c(c1)CCC2 (configuration not stated),-6%
O=C(NCC1CCCO1)c1ccccn1 (configuration not stated),-7%
Cc1cc(=O)n2c(C)n[nH]c2n1,-2%
O=C(CSc1nnc(NC2CCCCC2)s1)NC1CCS(=O)(=O)C1 (configuration not stated),-15%
CCCC(O)C(CC)CO (configuration not stated),10%
CC1Cc2nc(SCC(=O)Nc3nccs3)n(Cc3ccccc3)c(=O)c2S1 (configuration not stated),9%
Cc1cc(C2C(=O)CC(=O)CC2c2ccccc2)on1 (configuration not stated),-5%

Additional structures follow:
mol,AmpC det inh
COc1ccccc1C(=O)NCCCn1cc(Br)c(C)n1,-3%
COc1cccc(-n2c(SCC(=O)NCCc3ccccc3)nnc2-c2ccoc2C)c1,15%
O=C(O)c1ccc(NC(=O)c2cccs2)cc1,1%
Cc1cccc(N2CCN(C(=O)c3ccc(Cl)c(S(=O)(=O)NCc4ccco4)c3)CC2)c1C,-7%
CC(=O)OCC(=O)Nc1ccc(Cl)cc1Cl,-9%
CC(=O)Nc1cccc(-c2csc(NCc3ccco3)n2)c1,10%
c1ccc2c([C@@H]3CCN(CCN4CCOCC4)C3)c[nH]c2c1,-2%[5.75 µM]
Cc1nnc2n1NC(c1ccc(Cl)cc1)C(C(=O)N(C)C1CCCCC1)S2 (configuration not stated),-4%
COC(=O)c1c(NC(=O)Cc2cccs2)sc(C(=O)N2CCCCC2)c1C,3%
COc1ccc(NC(=O)N2CC3(CCN(C(=O)c4ccco4)CC3)C2)cc1,2%
CCOCCCn1c(=NC(C)=O)c(C(=O)OCC)cc2c(=O)n3ccccc3nc21,14%
O=C(CCCOc1ccccc1)N1CCN(c2ccccn2)CC1,-1%
CCN(CC)CCn1c(=N)n(CCO)c2ccccc21,5%
N#CCSc1nc2ccccc2c(=O)n1-c1ccccc1,-5%
O=C(NCc1ccco1)c1cc(S(=O)(=O)N2CCOCC2)ccc1Cl,-4%
Cc1cc(N2CCCC2=O)cc(C)c1CN1C(=O)c2ccccc2C1=O,-2%
CN1CCN(C(=O)c2cnn(-c3ccccc3)c2NC(=O)c2cccs2)CC1,-1%
COc1c(F)c(F)c(C(=O)Nc2cccc(Cl)c2N2CCOCC2)c(F)c1F,-4%
O=C(CCSCCc1ccccn1)Nc1nccs1,4%
Cc1nc(CC(=O)Nc2nc(-c3ccccc3)cs2)cs1,-3%
CS(=O)(=O)Nc1ccc(C(=O)NCc2ccco2)cc1,3%
O=C1c2cccc3cccc(c23)C(=O)N1c1nccs1,-1%
CN(C)CCCNCCCNC(=O)c1ccccn1,20%
CC(C)CC1(C(=O)NCCN2CCOCC2)C=CCN1C(=O)c1ccccc1 (configuration not stated),13%
CCCSc1nnc2[nH]c(=O)cc(N)n12,-4%

2 records picked at random from the list so far, as already listed:
mol,AmpC det inh
CCCSc1nnc2[nH]c(=O)cc(N)n12,-4%
CC(C)CC1(C(=O)NCCN2CCOCC2)C=CCN1C(=O)c1ccccc1 (configuration not stated),13%

More records.
mol,AmpC det inh
COc1ccc(CCNc2oc(Cc3ccccc3)nc2C#N)cc1OC,-2%
c1cn2cc(CN3CCOCC3)nc2s1,-3%
CS(=O)(=O)Nc1cccc(-c2nccc(NCc3cccs3)n2)c1,5%
C/C(=C\C(=O)c1ccc(C)o1)Nc1ccc2c(c1)OCO2,-1%
O=C(CSc1nnc(-c2ccccn2)n1Cc1ccco1)c1ccc(-c2ccccc2)cc1,0%
COc1ccc(-n2c(=O)c3ccccc3n(CC(=O)NC3CCCC3)c2=O)c(OC)c1,3%
CCOc1ccc(N2C(=O)c3cccnc3C2Nc2ccc(OC)cc2)cc1 (configuration not stated),-1%
O=C(CCCCCn1c(=O)[nH]c2ccccc2c1=O)NCCCN1CCN(c2ccccc2F)CC1,12%
Cc1ccc(-c2cc(-c3ccc(F)cc3)nc(N)c2C#N)o1,-8%
O=C(c1cccc(F)c1)N1CCC2(CCCN(Cc3nccs3)C2)CC1,0%
COc1ccc(C(=O)CSc2nnc(-c3ccccn3)n2Cc2ccco2)cc1,-3%
CCN1CCC2(CCNC2)C1 (configuration not stated),-8%
Cc1ccccc1Cc1c(C)nc2nc(SCC(=O)NCc3ccco3)nn2c1C,-2%
CCCn1c(CNC(=O)Cc2ccccc2)nc2ccccc21,0%
O=C(CSc1ncnc2nc[nH]c12)N1CCN(c2ccc(Cl)cc2)CC1,3%
COc1ccc(CN=CC2=C(O)CNC2=O)cc1OC,0%
CC1=C(C(=O)OC(C)C)C(c2ccc(F)cc2)NC(=O)N1 (configuration not stated),-3%
Cc1ccc(CCNC(=O)C2CCN(C(=O)N(C)C)CC2)cc1,-1%
CC(=O)N1CCc2cc(C(=O)CN3CCC(C)CC3)ccc21,6%
CCOC(=O)C1C(c2ccccc2Cl)NC(=O)N(C)C1(O)C(F)(F)F (configuration not stated),15%
COc1ccc(C(=O)N2CCC3(CCCN(Cc4cc(C(F)(F)F)cc(C(F)(F)F)c4)C3)CC2)cc1,-2%
COc1ccc(-c2c3c(=O)n(C)c(=O)n(C)c3cn2-c2cccc(OC)c2)cc1,-4%
Cc1cccc2c1Oc1ccccc1[C@@H]2NC(=O)c1ccc([N+](=O)[O-])cc1,-4%[5.75 µM]
Cc1ccc(CNC(=O)C2C3C=CC(C3)C2C(=O)O)cc1 (configuration not stated),-4%
COc1cccc(C(=O)NCc2cn3ccsc3n2)c1,14%

16 compounds from above, ordered by length of the SMILES, rising:
mol,AmpC det inh
CCN1CCC2(CCNC2)C1 (configuration not stated),-8%
c1cn2cc(CN3CCOCC3)nc2s1,-3%
COc1ccc(CN=CC2=C(O)CNC2=O)cc1OC,0%
CCCn1c(CNC(=O)Cc2ccccc2)nc2ccccc21,0%
Cc1ccc(CNC(=O)C2C3C=CC(C3)C2C(=O)O)cc1 (configuration not stated),-4%
Cc1ccc(-c2cc(-c3ccc(F)cc3)nc(N)c2C#N)o1,-8%
CC1=C(C(=O)OC(C)C)C(c2ccc(F)cc2)NC(=O)N1 (configuration not stated),-3%
CS(=O)(=O)Nc1cccc(-c2nccc(NCc3cccs3)n2)c1,5%
O=C(c1cccc(F)c1)N1CCC2(CCCN(Cc3nccs3)C2)CC1,0%
O=C(CSc1ncnc2nc[nH]c12)N1CCN(c2ccc(Cl)cc2)CC1,3%
CCOC(=O)C1C(c2ccccc2Cl)NC(=O)N(C)C1(O)C(F)(F)F (configuration not stated),15%
O=C(CSc1nnc(-c2ccccn2)n1Cc1ccco1)c1ccc(-c2ccccc2)cc1,0%
COc1ccc(-n2c(=O)c3ccccc3n(CC(=O)NC3CCCC3)c2=O)c(OC)c1,3%
Cc1cccc2c1Oc1ccccc1[C@@H]2NC(=O)c1ccc([N+](=O)[O-])cc1,-4%[5.75 µM]
O=C(CCCCCn1c(=O)[nH]c2ccccc2c1=O)NCCCN1CCN(c2ccccc2F)CC1,12%
COc1ccc(C(=O)N2CCC3(CCCN(Cc4cc(C(F)(F)F)cc(C(F)(F)F)c4)C3)CC2)cc1,-2%

Going on with the list:
mol,AmpC det inh
c1ccc(OCCCc2nc(-c3ccccn3)no2)cc1,-4%
CCc1ccc(O)c(N=Cc2cccc(C)c2O)c1,3%
CCC1(C)Cc2c(C#N)c(N)n(-c3ccccc3)c(=O)c2CO1 (configuration not stated),-3%
N#CCCn1c(=O)c(-c2ccc(Cl)cc2)nc2cnc(Oc3cccc(Cl)c3)nc21,-2%
COCCN1C(=O)C(=O)/C(=C(/O)c2ccc3c(c2)OCCO3)C1c1ccc(C(=O)OC)cc1 (configuration not stated),-1%
CSc1ccc(-c2c(C#N)c(N)nc3c2c(C)nn3-c2ccccc2)cc1,1%
O=C(NC1CC1)c1ccc(-c2nc3ccccc3s2)s1,-3%
COC(=O)CCC(=O)Nc1ccc(OC)cc1,-3%
CC(=O)c1cccc(-n2c(CCC(=O)O)ccc2-c2cccs2)c1,-3%
CCOC(=O)C(C(=O)Nc1ccccc1)C1CCCCC1 (configuration not stated),2%
Cn1c(=O)c2c(nc(CN3CCOCC3)n2CCCc2ccccc2)n(C)c1=O,-6%
O=C1C2C3C=CC(C3)C2C(=O)N1Cc1cccnc1 (configuration not stated),-2%
O=c1[nH]cc(F)c(=O)[nH]1,10%&-4%
CCCn1c(=O)c2ccccc2n2c(SCc3c(C(=O)OCC)oc4ccccc34)nnc12,-2%
COc1ccccc1-c1cc(NCc2cccs2)ncn1,11%
CC(C)(C)SCCNS(=O)(=O)c1ccccc1,21%
COc1ccc2nc(NCc3ccccc3)[nH]c2c1,11%
COc1ccc(CC(NC(C)=O)C(=O)NC2CCN(C(=O)NCc3ccccc3)CC2)cc1 (configuration not stated),-5%
O=C(O)c1[nH]c(=O)[nH]c(=O)c1CN1CCCCC1,-5%[5.75 µM]
Cc1ccc(S(=O)(=O)NCC(=O)N(CC(=O)NCC2CCCO2)Cc2ccccc2)cc1 (configuration not stated),3%
Cc1ccc2nc(Nc3ncc4c(n3)CCCC4=O)nc(C)c2c1,1%
COc1ccc2cc(C(c3nnnn3CCc3ccccc3)N3CCCC(C)C3)c(=O)[nH]c2c1 (configuration not stated),-3%
C[C@@H]1O[C@H](OC2[C@@H](O)[C@H](O)C(O)[C@H](O)[C@H]2O)[C@@H](N)C[C@@H]1N=C(N)C(=O)O (some centres not stated),-2%[5.75 µM]
